From PubChem
LANA DNA inh – inhibitors of KSHV LANA C-terminal domain DNA binding | MBP-C-LANA/FAM-LBS DNA binding, fluorescence polarization | inhibition, % at 9 µM | 0.078% of 340,000 active | AID 504423;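 active = highest replicate inhibition at or above 60% at 9 µM, even if other replicates fall short; inactive = all replicates below 60% inhibition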;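 also: 0% = neutral control wells and 100% = 4 µM acridine orange control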
PKA-R2B act – activators of human PKA-R2B complex; P22694+P31323; PKA-R2B holoenzyme dissociation, Cy5-IP20 fluorescence polarization; R2B truncated from residue 108, S112A mutant; 0% DMSO only, 100% 113 µM cGMP; activation, % at 11.4 µM; 0.079% of 340,000 active;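 active = activation above a cutoff set at the mean over all compounds plus 3 SD, cut at about 18% in these data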;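 also: higher means more holoenzyme dissociation and a rise in polarization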
Keap1-Nrf2 PPI – inhibitors of human Keap1-Nrf2 protein-protein interaction. AID 504523. Keap1 Kelch-Nrf2 peptide fluorescence polarization, 1536-well. 0.15% of 340,000 active. inhibition, % at 9.4 µM; in the data active = inhibition above about 12%;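 also: human Keap1 Kelch domain with fluorescein labeled Nrf2 9mer peptide probe; 0% = neutral control wells and 100% = peptide positive control; higher means more block of Keap1 binding to Nrf2 peptide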
DAGLB inh – diacylglycerol lipase beta (human) inhibition; Q8NCG7; HEK293T DAGLB membrane lysate, EnzChek fluorogenic substrate; inhibition, % at 5.17 µM; 0.059% of 340,000 active; AID 504411; in the data active = inhibition above about 34%;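 also: 0% = enzyme with vehicle and 100% = wells lacking enzyme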
Arr AP2 block – human beta-arrestin and AP2 interaction inhibition | inhibition, % at 10 µM | AID 504490 | FITC-arrestin peptide / GST-AP2 beads, flow cytometry; AP2 beta2 appendage carries R879A mutation | 0.31% of 340,000 active;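 active = inhibition above a set limit, near 3 SD of compounds lacking own fluorescence, cut at about 54% in these data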;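 also: plate controls were DMSO wells for no effect and 5 µM unlabelled arrestin peptide for full effect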
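System: GST-AP2 R879A glutathione beads. Medium: PBS with 0.05% Tween 20 and 0.1% BSA. Also added: FITC-arrestin peptide, 50 nM. Incubation: 12 min plus 1 h, RT. Measured by: high-throughput flow cytometry of beads, ex 488, em 535 nm. Evaluation: percent drop in bead-associated FITC signal.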
SR-BI DiI-HDL act – activators of SR-BI mediated HDL lipid uptake | CHO ldlA[mSR-BI] cells, DiI-HDL uptake fluorescence, 3 h; 100 = double the neutral-control signal | activation, % at 12.5 µM | 0.096% of 320,000 active;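 active = mean replicate activation of at least 60% and every replicate at or above 60%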;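 also: 0% = median plate neutral-control signal and 100% = twice that signal; values of inactives mirror those of a sister screen read the other way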
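Test system: SR-BI-overexpressing, LDLR-lacking CHO cells. Measured by: DiI fluorescence, bottom read. Medium: Ham's F12 with 0.5% BSA, HEPES 25 mM, pH 7.4. Timing: 3 h uptake period with compound, 37 °C.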
PvdQ acylase – blocks Pseudomonas aeruginosa PvdQ acylase activity; inhibition, % at 10 µM; 0.063% of 340,000 active; purified PvdQ acylase, fluorescence plate reader; in the data active = inhibition above about 30%, passing the limit was not always enough;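 also: 0% = vehicle neutral wells and 100% = reference inhibitor wells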
NSD2 inh – blocks human histone methyltransferase NSD2 | O96028 | NSD2 peptide methylation, AlphaScreen, 120 min | inhibition, % at 12.5 µM | 0.54% of 310,000 active | AID 743445; in the data active = inhibition above about 50%
Target sequence (O96028 whole entry, looked up): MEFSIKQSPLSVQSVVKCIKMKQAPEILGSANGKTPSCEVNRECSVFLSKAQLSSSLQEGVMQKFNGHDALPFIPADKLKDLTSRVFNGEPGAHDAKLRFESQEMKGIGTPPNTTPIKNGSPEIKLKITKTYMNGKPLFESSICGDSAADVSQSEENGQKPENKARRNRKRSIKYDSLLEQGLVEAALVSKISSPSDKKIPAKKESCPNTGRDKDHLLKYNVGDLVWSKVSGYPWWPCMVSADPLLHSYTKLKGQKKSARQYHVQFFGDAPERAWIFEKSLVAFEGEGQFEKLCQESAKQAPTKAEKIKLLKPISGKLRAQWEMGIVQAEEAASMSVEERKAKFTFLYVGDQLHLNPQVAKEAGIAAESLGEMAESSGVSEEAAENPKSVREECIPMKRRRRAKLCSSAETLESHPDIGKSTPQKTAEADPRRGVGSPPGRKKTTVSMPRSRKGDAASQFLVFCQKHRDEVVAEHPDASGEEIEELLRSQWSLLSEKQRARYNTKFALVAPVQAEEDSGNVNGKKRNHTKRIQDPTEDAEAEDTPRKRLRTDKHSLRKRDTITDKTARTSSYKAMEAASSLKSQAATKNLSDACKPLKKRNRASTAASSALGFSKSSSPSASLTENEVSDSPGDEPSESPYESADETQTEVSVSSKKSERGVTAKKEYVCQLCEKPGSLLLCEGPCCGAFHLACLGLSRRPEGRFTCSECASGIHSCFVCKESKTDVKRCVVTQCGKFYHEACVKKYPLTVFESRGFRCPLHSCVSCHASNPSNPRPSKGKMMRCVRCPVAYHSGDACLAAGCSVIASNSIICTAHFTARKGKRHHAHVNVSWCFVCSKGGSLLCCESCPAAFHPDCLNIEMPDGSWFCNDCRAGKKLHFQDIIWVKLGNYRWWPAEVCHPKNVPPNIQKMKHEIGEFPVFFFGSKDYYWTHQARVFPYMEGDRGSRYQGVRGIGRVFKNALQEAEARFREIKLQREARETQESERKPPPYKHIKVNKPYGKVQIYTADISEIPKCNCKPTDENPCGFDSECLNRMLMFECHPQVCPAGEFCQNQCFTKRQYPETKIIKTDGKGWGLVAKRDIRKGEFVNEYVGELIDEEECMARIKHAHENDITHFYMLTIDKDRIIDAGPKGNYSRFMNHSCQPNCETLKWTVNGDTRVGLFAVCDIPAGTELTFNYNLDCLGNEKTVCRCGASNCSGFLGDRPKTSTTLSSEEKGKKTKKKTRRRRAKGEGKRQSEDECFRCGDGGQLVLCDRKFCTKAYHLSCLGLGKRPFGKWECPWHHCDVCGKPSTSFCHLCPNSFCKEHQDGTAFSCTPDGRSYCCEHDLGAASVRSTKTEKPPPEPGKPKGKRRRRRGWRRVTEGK
SR-BI HDL uptake – inhibitors of mouse SR-BI mediated HDL lipid uptake | ldlA[mSR-BI] CHO cells, DiI-HDL uptake fluorescence, 3 h | inhibition, % at 12.5 µM | 0.96% of 320,000 active | AID 488896;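 active = mean replicate inhibition of at least 70% and a set share of replicates each scoring 70 or more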;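 also: 0% = median of neutral control wells and 100% = median of positive control wells; values of inactives mirror those of a sister screen read the other way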
RTF Ca sens inh – cardiac RTF calcium desensitization | P19429+P45379 | inhibition, % at 7.15 µM | IANBD-labeled cardiac RTF, Ca2+ fluorescence | AID 493244 | 0.12% of 340,000 active;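 active = inhibition above the mean inhibition of all tested compounds plus 3 SD, cut at about 17% in these data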;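 also: assay run at fixed EC70 calcium of 1.6 mM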
Numbers without * were called inactive; / = not tested or not shown.

The line under a structure holds: Arr AP2 block	LANA DNA inh	NSD2 inh	PvdQ acylase	SR-BI DiI-HDL act	PKA-R2B act	SR-BI HDL uptake	Keap1-Nrf2 PPI	RTF Ca sens inh	DAGLB inh
- COc1ccc(OC)c(-c2nc(C(N)=O)c3[nH]c(=O)n(-c4ccc(F)cc4)c3n2)c1
    10	-0.6	/	-11	12	2	-8	-2	-4	1
- N#Cc1c(-c2cccs2)cc(-c2ccccn2)nc1N
    10	2.1	-2	2	-32	-1	32	-2	2	-5
- COc1cc(NC(=O)Cn2ccsc2=N)cc(OC)c1
    -7	-2.5	1	-17	/	-2	/	-1	-15	-4
- Cc1nnc(NC(=O)C2CCN(S(=O)(=O)c3ccc(F)c(F)c3)CC2)o1
    -15	2.2	-1	-17	6	-3	-6	-2	-8	-2
- CC1(C)c2[nH]c3ccccc3c2C[C@H]2C(=O)N(Cc3cccc(F)c3)C(=O)N21
    8	-0.1	/	-3	-69	-5	69	5	-25	-4
- CCOc1ccc(-c2c(=O)n(OCc3nc4ccccc4[nH]3)c3ccccc3[n+]2[O-])cc1
    12	1.2	-2	-6	2	7	-2	0	-1	-4
- Cc1ccc(C2(c3noc(CN(C)Cc4cnn(C)c4)n3)CCCC2)cc1
    21	0.0	-9	7	122*	-6	-122	3	-14	-2
- C=CCNC(=S)N1CCN(c2ccc([N+](=O)[O-])cc2)CC1
    -5	2.6	0	-10	/	-3	/	-7	1	-2
- O=C(CSCc1cnn(-c2ccccc2)c1-n1cccc1)NCc1ccc2c(c1)OCO2
    -4	-0.6	-4	1	-7	-9	7	-9	-2	-7
- COCCCNC(=O)c1ccc(C(=O)NCCCOC)cc1
    4	0.6	0	-16	14	5	-14	-8	-5	0
- CCC(C)(C)C1CCc2[nH]nc(C(=O)NN)c2C1 (centres undefined)
    1	0.1	1	-2	-26	-3	26	-4	3	-3
- CCCN(CC(=O)Nc1ccccc1OC)C(=O)c1ccc2c(c1)NC(=O)C(C)S2 (centres undefined)
    -6	-0.8	1	-14	-15	5	15	-1	-1	3
- CN(CC(=O)NCC1CCCO1)S(=O)(=O)c1cc(Cl)ccc1Cl (centres undefined)
    -3	0.7	-1	-12	/	-6	/	-1	-2	-2
- CCCn1nc(NS(=O)(=O)c2cccc3nonc23)c2cc3ccccc3nc21
    -2	-0.7	9	-5	12	-2	-12	-1	-5	10
- O=C(Cn1ccc2ccccc2c1=O)NCCC(=O)NC1CCN(Cc2ccccc2)CC1
    6	0.9	6	-8	6	-5	-6	0	-4	1
- CN(CC(=O)Nc1cccc(F)c1)C(=O)c1cc(-c2ccccc2)nc2ccccc12
    -6	0.9	0	-19	-25	2	25	-7	-22	2
- O=C1CCCC/C1=C\Nc1ccc(S(=O)(=O)Nc2cnc3ccccc3n2)cc1
    -20	2.3	/	-10	5	-4	-5	-12	-16	4
- O=S(=O)(c1ccc2oc3ccccc3c2c1)N1CCCC1
    -7	-1.1	-1	-13	0	7	0	-3	-3	-4
- Cc1ccc(S(=O)(=O)CC(=O)N2CCN(c3ccc(F)cc3)CC2)cc1
    -7	-0.8	-3	-10	-16	-13	16	-5	-8	-1
- COc1ccccc1N1CCN(CCCCN2C(=O)c3ccccc3C2=O)CC1
    -1	-4.8	/	-10	-9	3	9	-5	3	-4
- Cc1nc2cc(C)c(C)cc2s1
    -20	-2.4	-3	-17	26	-6	-26	-4	-3	1
- O=C(O)CN=C1CC(c2ccccc2)CC(=O)/C1=C(/O)CCCN1C(=O)c2ccccc2C1=O (centres undefined)
    13	1.0	-3	-15	12	/	-12	-7	/	/
- COc1cccc(C2CC(c3c(-c4ccccc4)c4cc(Cl)ccc4[nH]c3=O)=NN2S(C)(=O)=O)c1OC (centres undefined)
    10	-2.5	-5	1	27	-8	-27	-6	6	5
- CC(C)(C)NC(=O)C[C@H]1C[C@H](C(=O)N2CCOCC2)[C@@]2(C)c3[nH]c4cc(-c5ccco5)ccc4c3CCN2C1=O
    -5	-1.8	/	-11	-16	3	16	-2	-4	2
- O=C(O)C1CCN(S(=O)(=O)N2CCOCC2)CC1
    25	-1.0	5	5	18	-3	-18	-3	-6	0
- COc1ccc2[nH]cc(CCNC(=O)c3ccc4ccccc4n3)c2c1
    -7	0.6	1	15	1	5	-1	3	-1	-1
- Cc1cc(C)cc(N2C(=O)CSC2c2ccccn2)c1 (centres undefined)
    -12	-2.0	-1	-13	4	-2	-4	1	-6	0
- Oc1cccc2ccc(/C=C/c3cccs3)nc12
    9	0.0	15	-16	-11	4	11	-2	-3	-6
- Cc1ccc(C)c(Cn2c(CN(C)Cc3ccccc3)nc3c2c(=O)n(C)c(=O)n3C)c1
    7	-1.1	/	-1	13	-4	-13	-6	-2	-2
- CO/N=C\CC(=O)Nc1ccc(Cl)cc1Cl
    -12	-0.8	4	8	-13	0	13	-3	-3	0

The closing three entries of the section above open the next one:
The line under a structure holds: Arr AP2 block	LANA DNA inh	NSD2 inh	PvdQ acylase	SR-BI DiI-HDL act	PKA-R2B act	SR-BI HDL uptake	Keap1-Nrf2 PPI	RTF Ca sens inh	DAGLB inh
- Oc1cccc2ccc(/C=C/c3cccs3)nc12
    9	0.0	15	-16	-11	4	11	-2	-3	-6
- Cc1ccc(C)c(Cn2c(CN(C)Cc3ccccc3)nc3c2c(=O)n(C)c(=O)n3C)c1
    7	-1.1	/	-1	13	-4	-13	-6	-2	-2
- CO/N=C\CC(=O)Nc1ccc(Cl)cc1Cl
    -12	-0.8	4	8	-13	0	13	-3	-3	0
- O=C(CCCC(=O)n1cnc2ccccc21)n1cnc2ccccc21
    -2	0.8	-2	-14	8	5	-8	-1	7	1
- Cc1c(Cl)cccc1NC(=S)NCc1ccccc1Cl
    38	0.0	5	6	-23	2	23	-1	10	-3
- O=C(COc1ccccc1Cl)Nc1ccc(Cl)cn1
    -9	0.2	-5	-14	12	-2	-12	-3	-5	-13
- CCc1ccc(C(C)(O)C(CN2CCOCC2)c2ccccc2)cc1 (centres undefined)
    -23	0.2	-2	-16	5	1	-5	-3	-5	-3
- CCOC(=O)c1ccccc1NC(=O)COC(=O)C(Cc1c[nH]c2ccccc12)NC(C)=O (centres undefined)
    -6	0.4	6	-5	3	-1	-3	-1	-13	2
- Cc1cccc(N2C(=O)c3cccc(Oc4ccc(Cl)cc4)c3C2=O)c1
    -7	-0.3	-3	-8	-14	-3	14	1	-4	-10
- CC1(C)CC(=O)CC2(C1)NCC(c1ccccc1Cl)c1c2[nH]c2ccccc12 (centres undefined)
    -6	-1.1	0	-11	-10	5	10	-2	-2	3
- Cc1ccc(C)c(Cn2c(=O)n(CCC(=O)NCc3ccco3)c(=O)c3sccc32)c1
    -5	2.8	0	-12	-33	-12	33	0	0	-4
- COc1ccc(CNC(=O)C23CC4CC(CC(Br)(C4)C2)C3)cc1
    16	1.7	-12	-13	/	-6	/	-4	-4	-2
- Cc1ccc(S(=O)(=O)N(C)CC(=O)N2CCCc3ccccc32)cc1
    20	1.5	-1	-1	3	-3	-3	2	-4	-1
- O=C(CSc1nc2c(c(=O)n1-c1ccc(Cl)cc1)SCC2)Nc1ccc2c(c1)OCCO2
    4	0.2	/	0	-5	-1	5	-4	-2	-2
- COc1ccc(N2CCN(S(=O)(=O)c3c(C)nc4scc(C)n4c3=O)CC2)cc1
    -9	-0.1	1	1	-16	-12	16	-1	-9	0
- COc1ccc(NC(=O)N(C)C[C@H]2Oc3c(NC(=O)Nc4ccc(C(F)(F)F)cc4)cccc3C(=O)N([C@H](C)CO)C[C@@H]2C)cc1
    3	0.3	/	1	-2	-21	2	-3	6	3
- COc1ccc(Cl)cc1N1C(=O)CN(Cc2cc(OC)c(OC)c(OC)c2)C1=S
    28	4.2	-1	-10	-12	1	12	1	-5	3
- COc1ccccc1N1CCN(S(=O)(=O)c2ccc3c(c2)oc(=O)n3C)CC1
    2	-0.4	-6	-13	/	-7	/	-4	-10	1
- COc1ccc(S(=O)(=O)NCC2CCCO2)cc1NC(=O)c1ccccc1 (centres undefined)
    -4	-1.4	-4	-23	-12	-3	12	-4	1	1
- O=C(CNC(=O)c1ccc(Br)cc1)NCc1cccnc1
    -6	-1.3	0	-8	11	-7	-11	-2	-7	1
- COc1ccc(/C=N/Nc2nncc3ccccc23)cc1
    6	0.1	/	13	-4	-12	4	-1	3	-2
- CCOc1ccc2[nH]cc(C(=O)O)c(=O)c2c1
    11	0.5	-5	-3	25	-3	-25	0	1	-1
- COCCn1nnnc1C(c1ccccc1OC)N1CCc2ccccc2C1 (centres undefined)
    -3	-0.8	10	-10	35	-4	-35	-2	-1	0
- COC(=O)CC1(C(=O)OC)Oc2ccc(Br)cc2C(=O)N1c1cc(Cl)cc(Cl)c1 (centres undefined)
    19	-1.0	0	5	-10	-1	10	2	-4	-6
- Cc1nn(-c2ccccc2)c(C)c1NC(=O)COC(=O)CCc1ccccc1
    -7	0.3	-1	0	4	1	-4	-5	-4	-3
- COc1ccccc1CNC(=O)COC(=O)c1cccnc1SCC(=O)NCc1ccccc1OC
    8	-1.8	-2	9	-45	0	45	-3	-6	-2
- CCOC(=O)C1(Cc2ccccc2)CCCN(Cc2cccc(C(C)=O)c2)C1 (centres undefined)
    -18	-1.3	1	-13	3	-13	-3	1	2	-7
- O=C(CCCC(=O)N(CC(=O)NC1CCCCC1)CC1CCCO1)Nc1ccccn1 (centres undefined)
    4	-0.1	-3	18	17	-9	-17	-2	4	-1
